G9a inh: qHTS Assay for Inhibitors of Histone Lysine Methyltransferase G9a. Histone-lysine N-methyltransferase EHMT2 (Homo sapiens), Q96KQ7. G9a H3K9 monomethylation, AlphaScreen, 2 h. Potency, µM (highest dose often 102 µM), for the others: at the top dose activity, negative = inhibition, most hits filed as inhibitors. actives 8.8% (n = 350,000); also: % is scaled to controls: 0 for no effect and ±100 for the full control effect; nearly all actives have a fitted effect of over 75% in size
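Readings reflect AlphaScreen signal from monomethyl-H3K9 antibody detection. HMT at 20 nM; substrate b-H3K9 500 nM; cofactor SAM 20 uM; 2 h RT reaction; compounds tested as titrations in qHTS with 15 min preincubation.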
POLH inh: qHTS for Inhibitors of Polymerase Eta. DNA polymerase eta (Homo sapiens), Q9Y253. recombinant Pol eta, fluorescent DNA replication assay. Potency, µM (series often up to 114 µM), without a hit: at the highest dose activity change, negative = inhibition, most hits filed as inhibitors. actives 1.2% (n = 390,000); also: % is scaled to controls: 0 for no effect and ±100 for the full control effect
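Fluorescent replication assay: 50 nM final substrate added after a 15 min room-temperature compound preincubation with 10 nM enzyme. Signal taken at 0 min and again at 10 min.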
BLM inh: qHTS Assay for Inhibitors of Bloom's syndrome helicase (BLM); AID 2528, 2010; Potency, µM (series often up to 56.1 µM), for the others: top-dose activity change, negative = inhibition, most hits filed as inhibitors; recombinant BLM DNA unwinding, fluorescence dequenching; actives 0.2% (n = 350,000);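 also: plate controls were vehicle for no effect and no enzyme for full effect; nearly all actives have a fitted effect of over 35% in size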
Pol kappa inh: qHTS for Inhibitors of Polymerase Kappa. Potency, µM (titrated, usually from 107 µM), for the others: top-dose activity, negative = inhibition, usual class: inhibitors. purified Pol kappa, fluorescent DNA synthesis assay, 10 min. AID 588579, 2011. actives 0.53% (n = 400,000); also: % is scaled to controls: 0 for no effect and ±100 for the full control effect
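10 nM Pol kappa was preincubated with compounds for 15 min at room temperature. Reaction started with 50 nM (final) substrate. Fluorescence read kinetically at 0 and 10 min.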
POLI inh: qHTS for Inhibitors of Polymerase Iota | DNA polymerase iota (Homo sapiens), Q9UNA4 | Pol iota fluorescent replication assay, 10 min | Potency, µM (top dose mostly 115 µM), inactives show at the top dose activity, negative = inhibition, usual class: inhibitors | actives 1% (n = 390,000) | AID 588590, 2011
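Fluorescent replication assay read twice, at 0 min and 10 min after adding 50 nM (final) substrate. Enzyme (10 nM) and compounds were first incubated 15 min at room temperature; enzyme-free buffer wells were negative controls.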
BAZ2B block: qHTS Assay for Inhibitors of BAZ2B. Bromodomain adjacent to zinc finger domain protein 2B (Homo sapiens), Q9UIF8. AlphaScreen BAZ2B-H3K14Ac peptide displacement. Potency, µM (top dose mostly 114 µM), inactives show at the highest dose activity change, negative = inhibition, hits mostly inhibitors. actives 4.4% (n = 360,000); also: % is scaled to controls: 0 for no effect and ±100 for the full control effect; nearly all actives have a fitted effect of over 60% in size
Target sequence (Q9UIF8 whole entry, looked up, the tested form may be a part): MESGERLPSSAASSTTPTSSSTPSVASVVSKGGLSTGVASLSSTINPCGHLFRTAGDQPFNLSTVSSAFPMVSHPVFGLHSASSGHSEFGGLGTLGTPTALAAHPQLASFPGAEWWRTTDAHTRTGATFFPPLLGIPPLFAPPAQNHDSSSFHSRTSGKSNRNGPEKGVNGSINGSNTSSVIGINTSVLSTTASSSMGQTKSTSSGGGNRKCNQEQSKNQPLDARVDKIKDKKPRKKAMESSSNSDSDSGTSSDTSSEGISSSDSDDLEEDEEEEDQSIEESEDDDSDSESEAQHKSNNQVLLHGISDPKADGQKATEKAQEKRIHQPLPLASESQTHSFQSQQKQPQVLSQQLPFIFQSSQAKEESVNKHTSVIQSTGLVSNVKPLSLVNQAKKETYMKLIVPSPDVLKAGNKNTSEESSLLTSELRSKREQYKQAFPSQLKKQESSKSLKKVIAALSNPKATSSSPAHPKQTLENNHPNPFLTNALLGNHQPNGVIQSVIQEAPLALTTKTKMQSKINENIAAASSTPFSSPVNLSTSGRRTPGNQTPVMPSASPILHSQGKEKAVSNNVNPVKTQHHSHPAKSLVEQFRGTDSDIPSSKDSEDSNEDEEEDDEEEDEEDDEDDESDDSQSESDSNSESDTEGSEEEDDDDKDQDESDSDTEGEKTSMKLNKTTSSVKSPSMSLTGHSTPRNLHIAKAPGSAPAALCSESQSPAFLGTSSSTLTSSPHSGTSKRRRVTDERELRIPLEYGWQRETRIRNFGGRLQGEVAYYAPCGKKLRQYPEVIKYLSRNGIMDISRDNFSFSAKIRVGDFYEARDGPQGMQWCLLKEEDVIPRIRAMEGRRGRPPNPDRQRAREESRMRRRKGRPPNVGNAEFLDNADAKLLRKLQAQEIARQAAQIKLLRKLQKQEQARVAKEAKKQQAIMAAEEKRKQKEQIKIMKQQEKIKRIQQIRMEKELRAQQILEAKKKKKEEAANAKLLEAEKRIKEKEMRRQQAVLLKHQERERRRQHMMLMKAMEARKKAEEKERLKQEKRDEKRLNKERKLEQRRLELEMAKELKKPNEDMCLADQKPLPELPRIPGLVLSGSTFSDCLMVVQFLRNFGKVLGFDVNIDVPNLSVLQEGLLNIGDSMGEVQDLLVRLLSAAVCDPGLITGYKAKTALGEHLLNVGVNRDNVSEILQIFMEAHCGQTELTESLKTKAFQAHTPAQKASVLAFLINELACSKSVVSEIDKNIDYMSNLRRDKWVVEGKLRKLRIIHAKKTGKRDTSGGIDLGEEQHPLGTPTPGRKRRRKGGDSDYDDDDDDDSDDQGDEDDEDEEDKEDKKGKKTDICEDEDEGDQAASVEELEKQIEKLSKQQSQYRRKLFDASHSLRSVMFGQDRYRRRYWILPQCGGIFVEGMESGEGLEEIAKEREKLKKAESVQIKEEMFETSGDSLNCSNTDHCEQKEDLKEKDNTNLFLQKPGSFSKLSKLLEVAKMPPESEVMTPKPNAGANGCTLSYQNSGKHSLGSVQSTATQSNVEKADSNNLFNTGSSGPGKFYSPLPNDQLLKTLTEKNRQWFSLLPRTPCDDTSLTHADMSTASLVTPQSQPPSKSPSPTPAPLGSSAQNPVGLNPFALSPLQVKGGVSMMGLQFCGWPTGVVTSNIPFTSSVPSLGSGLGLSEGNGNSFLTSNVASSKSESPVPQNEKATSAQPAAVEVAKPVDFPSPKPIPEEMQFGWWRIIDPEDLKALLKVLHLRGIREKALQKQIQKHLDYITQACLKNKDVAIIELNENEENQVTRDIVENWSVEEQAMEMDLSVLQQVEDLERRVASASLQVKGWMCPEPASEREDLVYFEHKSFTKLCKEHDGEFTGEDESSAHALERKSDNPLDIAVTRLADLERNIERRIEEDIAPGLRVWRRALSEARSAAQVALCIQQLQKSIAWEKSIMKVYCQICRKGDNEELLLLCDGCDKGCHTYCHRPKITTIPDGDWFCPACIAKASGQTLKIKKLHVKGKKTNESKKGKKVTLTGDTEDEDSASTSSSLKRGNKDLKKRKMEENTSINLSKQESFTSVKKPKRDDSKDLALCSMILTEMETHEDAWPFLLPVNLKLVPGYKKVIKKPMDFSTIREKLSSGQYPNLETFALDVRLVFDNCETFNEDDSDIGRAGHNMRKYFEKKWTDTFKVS
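BAZ2B 50 nM plus b-H3(5-23)K14Ac 50 nM, PBS pH 7.4/0.01% Tween-20, 30 min RT; compound added (max 110 uM), 30 min RT; streptavidin donor/Ni-chelate acceptor beads 10 ug/mL final, 20 min dark; AlphaScreen read.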
APE1 inh: qHTS Assay for Inhibitors of the Human Apurinic/apyrimidinic Endonuclease 1 (APE1) | DNA repair nuclease/redox regulator APEX1 (Homo sapiens), P27695 | recombinant APE1, TAMRA/BHQ-2 abasic DNA cleavage fluorescence | Potency, µM (doses to about 65.8 µM), without a hit: at the top dose activity change, negative = inhibition, hits mostly inhibitors | actives 0.35% (n = 350,000) | AID 2517, 2012;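 also: plate controls were vehicle for no effect and reference inhibitor for full effect; nearly all actives have a fitted effect of over 55% in size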
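APE1 at 0.75 nM preincubated 15 min at room temperature with compound. Reaction then started with 50 nM double-stranded THF-abasic substrate labelled with TAMRA/BHQ-2, and 525/598 nm fluorescence read kinetically. Activity taken as third-minus-first read difference, normalized to DMSO and NSC13755 controls.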
JMJD2A Tudor: qHTS Assay for Inhibitors of JMJD2A-Tudor Domain; Lysine-specific demethylase 4A (Homo sapiens), O75164; AlphaScreen JMJD2A-Tudor / H3K4me3 peptide binding; Potency, µM (highest dose often 114 µM), for inactives: top-dose activity change, negative = inhibition, usual class: inhibitors; actives 4.4% (n = 390,000); AID 504339, 2011; also: % is scaled to controls: 0 for no effect and ±100 for the full control effect; nearly all actives have a fitted effect of over 50% in size
POLB inh: qHTS Assay for Inhibitors of DNA Polymerase Beta; Pol beta primer extension/strand displacement, fluorescence kinetic; actives 1.3% (n = 340,000); Potency, µM (highest dose often 114 µM), inactives show at the highest dose activity change, negative = inhibition, most hits filed as inhibitors; also: % is scaled to controls: 0 for no effect and ±100 for the full control effect
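Kinetic readout of DNA synthesis with strand displacement by Pol beta. Compound and 10 nM enzyme sit 15 min at room temperature; 50 nM substrate starts the reaction, read immediately and at 10 min.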
* = called active by the depositor; ? = inconclusive; / = no result given; & = joins results of further samples; [ ] = another dose, or the depositor's remark. Calls follow the shape of the dose curve; as a rule, active = well fitted curve in the direction sought with a large enough effect; inconclusive = small, poorly fitted or top-dose-only effect, or another doubt; inactive = no such curve, though single readings can be large; an effect the other way counts as inactive or inconclusive. Potency is read from the fitted curve at half-maximal effect. A portion of the library; count on the stated rates, not on these rows.

SMILES | G9a inh | POLH inh | BLM inh | Pol kappa inh | POLI inh | BAZ2B block | APE1 inh | JMJD2A Tudor | POLB inh
Cc1ccc(N2C(=O)CSC23C(=O)N(CC(=O)Nc2ccccc2F)c2ccccc23)cc1C (stereo not given) | -31%[59 µM] | -17% | -4% | -15% | -13% | -2%[57.1 µM] | / | -11% | ?
CC(C)CN(C(=O)CSc1nncn1C)C1CCS(=O)(=O)C1 (stereo not given) | 8%[2.33 µM] | -8% | / | -13% | 1% | -9% | 61%[activator] | -4% | /
Cc1cc(C)c(S(=O)(=O)N2CCOC2CNC(=O)C(=O)NCCN(C)C)c(C)c1 (stereo not given) | / | -6% | -13% | 3% | 8% | 12% | 8% | -4% | 5%
COCCN1C(=O)N[C@@H](c2ccccc2)[C@H](C(C)=O)[C@H]1C | / | -18% | 1%[12.4 µM] | -5% | -20% | / | -7%[12.4 µM] | -9% | /
CC(=O)c1ccc2c(c1)CC1(C2)Cc2cc3c(cc2C1)C(=O)CC3 (stereo not given) | / | -20% | / | -6% | -11% | / | / | 1% | /
Cc1c(Nc2nc(C(F)(F)F)nc3ccccc23)c(=O)n(-c2ccccc2)n1C | 26% | -11% | 3% | 5%[60.1 µM] | 19% | -16% | 2% | 3% | -25%
COc1ccc(NC(=O)CSc2nnc(C3CC3)n2-c2ccccc2)cc1 | 18%[12.7 µM] | -6% | 1% | -11% | -6% | -25% | -5% | -9% | 4%
CCc1cccc(N(C(=O)c2csnn2)C(C(=O)NC2CCCCC2)c2ccncc2)c1 (stereo not given) | 21% | -8% | -4% | 3% | 20% | -4% | 70% | -1% | 3%
Nc1nc(Nc2cccc(C(F)(F)F)c2)nc(C(F)(F)F)n1 | -8% | -14% | -11% | -21% | -9% | 6% | 12% | -4% | 14%
c1ccc(-n2nnnc2Cc2nnnn2-c2ccccc2)cc1 | -2% | -9% | -1% | 7% | -12% | -6% | 2% | -7% | 0%
Cc1ccc(C(=O)Nc2nnc(CC(=O)N/N=C/c3ccncc3)s2)cc1 | 35µM* | ? | -6% | -18% | -4% | ? | -6% | ? | -25%
CC(OC(=O)C1CC(=O)N(Cc2ccccc2)C1)C(=O)Nc1ccccc1[N+](=O)[O-] (stereo not given) | 56µM* | -15% | / | -9% | 35%[activator] | -35% | -3% | -13% | /
Cc1cc(OCC(=O)Nc2ccc(CCO)cc2)c2c(C)c(C)c(=O)oc2c1 | 22% | -13% | -7% | -3% | -28% | -26% | 42% | -17% | -27%
CCOC(=O)C1(Cc2ccccc2C(F)(F)F)CCN(C2CCC2)CC1 | 9% | -14% | 0% | 2% | 85%[activator] | 4% | -1% | -12% | -11%
COC(=O)[C@]1(Cc2ccccc2)N[C@H](CN(C)C(=O)Nc2ccccc2)[C@@H]2C(=O)N(Cc3ccccc3)C(=O)[C@@H]21 | / | -12% | / | -2% | -4% | / | 1% | -8% | /
O=[N+]([O-])c1ccc(N(CCO)Cc2ccccc2)c([N+](=O)[O-])c1 | / | -19% | -6% | 3% | 23% | ? | -12% | -35% | 15%
CCOC(=O)c1nc(C)nc(Sc2n[nH]c(-c3ccc(C(C)(C)C)cc3)n2)c1C | -9% | -6% | -10% | -8% | -4% | -19% | -4% | -28% | 17%
N#Cc1ccccc1Cn1c(=O)n(Cc2ccc(C(=O)NCc3ccco3)cc2)c(=O)c2ccccc21 | -5%[59 µM] | ? | -12% | -4% | -11% | -1% | 2% | -9% | ?
Clc1ccccc1CN1CCN(/N=C/C=C/c2ccco2)CC1 | / | 2% | -10% | -14% | 21% | 32µM* | -3% | 45µM* | ?
COc1ccc(NC(=O)c2ccccc2-c2ccccc2C(=O)O)cc1 | -2% | -21% | -1% | 2% | 145%[activator] | -11% | 31% | -4% | -1%
Cn1c(N)c(C(=O)COC(=O)CCc2nc3ccccc3s2)c(=O)n(C)c1=O | 29% | -12% | -7% | 0% | 144%[activator] | 6% | -1% | -5% | -3%
CC1=CN2C(=N)/C(=C/c3ccco3)C(=O)N=C2S1 | -11%[59 µM] | ? | -7% | -21% | -19% | -37% | 7% | -12% | ?
Cc1cc(C(=O)N/N=C/C=C/c2cccc([N+](=O)[O-])c2)n[nH]1 | -36% | -1% | -11% | 11% | 16% | -22% | -8% | -22% | -11%
Cc1ccccc1OCc1nc2ccccc2c(=O)n1/N=C/c1cn[nH]c1-c1ccc(Br)cc1 | 7%[59 µM] | -9% | 0% | -23% | 15% | -6% | 5% | -12% | -3%
Cc1ccc(S(=O)(=O)CCC(=O)O)cc1C | ? | 11% | 3% | -2% | -3% | 2% | 0% | -4% | -1%

Whole records, looked up by structure. Values in the order: G9a inh, POLH inh, BLM inh, Pol kappa inh, POLI inh, BAZ2B block, APE1 inh, JMJD2A Tudor, POLB inh
`CC(OC(=O)C1CC(=O)N(Cc2ccccc2)C1)C(=O)Nc1ccccc1[N+](=O)[O-]` (stereo not given) as listed: 56µM*, -15%, /, -9%, 35%[activator], -35%, -3%, -13%, /
`Cc1cc(OCC(=O)Nc2ccc(CCO)cc2)c2c(C)c(C)c(=O)oc2c1` as listed: 22%, -13%, -7%, -3%, -28%, -26%, 42%, -17%, -27%
`CCc1cccc(N(C(=O)c2csnn2)C(C(=O)NC2CCCCC2)c2ccncc2)c1` (stereo not given) as listed: 21%, -8%, -4%, 3%, 20%, -4%, 70%, -1%, 3%
`c1ccc(-n2nnnc2Cc2nnnn2-c2ccccc2)cc1` as listed: -2%, -9%, -1%, 7%, -12%, -6%, 2%, -7%, 0%
`CCOC(=O)c1nc(C)nc(Sc2n[nH]c(-c3ccc(C(C)(C)C)cc3)n2)c1C` as listed: -9%, -6%, -10%, -8%, -4%, -19%, -4%, -28%, 17%

Following part.
SMILES | G9a inh | POLH inh | BLM inh | Pol kappa inh | POLI inh | BAZ2B block | APE1 inh | JMJD2A Tudor | POLB inh
S=C(NC1CCCCC1)N1CCOCCOCCN(C(=S)NC2CCCCC2)CCOCCOCC1 | 15%[59 µM] | -14% | -10% | -4% | 32%[activator] | ? | -6% | ? | -18%
Cc1ccc(C)c(N2N=C(C(=O)NCCN3C(=O)S/C(=C\c4cccnc4)C3=O)CCC2=O)c1 | ? | ? | / | -24% | 50µM* | 3% | 18% | -23% | /
OCC1(CCc2ccccc2)CCCN(C/C=C/c2ccccc2)C1 (stereo not given) | 27% | -10% | 0% | -2% | 26% | -21% | 22% | -14% | -3%
Cc1ccc2cc(CN(CCN3CCCC3)C(=O)Nc3ccc(F)cc3)c(=O)[nH]c2c1C | 9%[12.7 µM] | -4% | -4% | 10% | -4% | 8% | ? | -14% | 0%
Cc1nn(-c2ccc(C(=O)O)cc2)c(C)c1Oc1ccccc1O | 16% | -6% | 0% | -3% | -17% | ? | 2% | -15% | 6%
CC(Oc1ccccc1)C(=O)Nc1ccc(S(=O)(=O)N2CCOCC2)cc1 (stereo not given) | -4% | -4% | -4% | -5% | -31% | -2% | -2% | -4% | 11%
O=S(=O)(c1ccc2c(c1)OCCO2)N1CCN(c2ncnc3sccc23)CC1 | 0% | -22% | -2% | -2% | 26% | -22% | 0% | -11% | 6%
N#Cc1ccc(C(=O)NCCCSc2ccccc2)cc1 | -14% | -11% | -9% | -23% | ? | 4% | 24% | 7% | 19%
O=C(c1cnn(C(=O)c2cccc(S(=O)(=O)N3CCOCC3)c2)c1)c1cc(Cl)cc(Cl)c1O | -15% | -10% | -8% | -15% | -2% | -26% | -5% | -30% | -20%
O=C(CNS(=O)(=O)c1cccs1)Nc1ccc2c(c1)OCCO2 | -26%[2.33 µM] | -4% | 2% | -4% | 10% | 33%[activator] | -10% | -16% | 24%
CCC(C)Oc1nc2c(c(=O)n(C)c(=O)n2C)n1C (stereo not given) | -5% | -8% | -2% | -7% | 29% | -24% | -2% | -2% | 3%
Cc1ccccc1CSCCNC(=O)c1ccc(Cl)c(S(=O)(=O)N2CCOCC2)c1 | -9%[59 µM] | -4% | -5% | -7% | -10% | 1% | 5% | -26% | 3%
O=C(CSc1nc(-c2ccco2)cc(C(F)(F)F)n1)NCCCN1CCOCC1 | 3% | 7% | 3% | 1% | 147%[activator] | -3% | -1% | -8% | 2%
CSc1nsc(SCC(=O)Nc2ccc(C(C)=O)cc2)n1 | ? | -8% | -5% | -4% | -18%[58.9 µM] | 5% | 10% | -16% | 2%
COc1ccc(C(=O)N2CCSC2=S)cc1OC | ? | -1% | 5% | -20% | 7% | 19% | -2% | -16% | 7%
CC1CCN(S(=O)(=O)c2ccc(C(=O)Nc3ccccc3-c3nc4ccccc4[nH]3)cc2)CC1 | 30%[59 µM] | -3% | -2% | 4% | 13% | -7% | 2% | -7% | 23%
O=C1N=C(N2CCOCC2)CS1 | ? | 6% | -1% | -8%[60.1 µM] | 2% | -4% | -2% | -20% | 2%
CCOC(=O)CCc1c(C)nc(SCCCn2c(=O)[nH]c3ccccc32)c(C#N)c1C | ? | -19% | -5% | -2% | 33%[activator] | -2% | -1% | 28µM* | -5%
O=C(NCCCn1ccnc1)c1ccc2c(c1)OCCO2 | 20%[59 µM] | 3% | -2% | -7% | 29% | -5% | 0% | -20% | 5%
COc1ccc(-c2cnnn2-c2ccc([N+](=O)[O-])cc2)cc1 | -15% | -8% | -1% | -1% | 49%[activator] | ? | -6% | -33% | 1%
Cc1cc2c(c(C)c1Cl)C(c1ccc3c(c1)OCO3)CC(c1ccccc1)O2 (stereo not given) | / | / | -9%&-8% | -9%&13% | -3%&30% | / | ? | -21%&-9% | /
CN(C)/C=C/C(=O)c1cnc2sccn2c1=O | -3% | -17% | -3% | -40% | ? | -10% | ? | -15% | 2%
CCC1C(=O)CC(c2ccco2)NC1c1ccco1 (stereo not given) | -15%[59 µM] | -4% | 0% | -3% | ? | 9% | -13% | -10% | 5%
Cc1cccc(-n2ncc3c(N4CCC(C)CC4)ncnc32)c1 | 54%[activator] | -16% | -8% | -6% | -11% | 49%[activator] | -2% | 57%[activator] | 20%

Compound activity from PubChem BioAssay.
